Bioassay records (PubChem BioAssay)
FN deposit inh: fibronectin deposition inhibition. AID 743247. AH1F fibroblasts, Alexa488-fibronectin deposition fluorescence, overnight. inhibition, % at 12.6 µM. 350,000 tested, 0.086% active;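 active = mean inhibition across replicates of 30% or more, regardless of how many single replicates reach that level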;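 note: positive control wells lacked labelled fibronectin entirely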
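Assay system: AH1F fibroblasts assembling fluorescent fibronectin matrix; Amount: 10000 AH1F cells per well; Buffer or medium: DMEM, 2% serum; Probe or stimulus: Alexa488-fibronectin, 24 nM final in well; Doses: single compound dose, delivered by pin transfer; Incubation: 1 h adhesion, overnight exposure; Measured by: fluorescence 485/525 nm; Read-out: fibronectin deposition inhibition.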
PGC1a acetyl inh: modulators of PGC1a acetylation; 350,000 tested, 0.17% active; inhibition, % at 15.6 µM; U2OS PGC1a acetylation, AlphaScreen anti-acetyl-lysine; with virally co-expressed GCN5 acetyltransferase;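 active = every replicate shows inhibition of at least 40%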;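 note: 0% = neutral control wells and 100% = positive control wells; some results beyond the cut were filed as inactive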
miR122 inh: blocks miR-122 activity in Huh7 sensor cells | 340,000 tested, 0.3% active | Huh7 miR-122 Renilla luciferase sensor, 48 h; neutral wells = 0, positive control = 100 | activation (reporter increase), % at 12.5 µM;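 active = mean replicate activation score at least 90 and every replicate individually at or above 90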;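 note: higher luciferase means less miR-122 activity so hits act as miR-122 inhibitors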
Casp6 inh: caspase-6 (human) enzyme inhibition; P55212; purified caspase-6, Z-VEID-R110 cleavage fluorescence; inhibition, % at 12.5 µM; 350,000 tested, 0.53% active;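 active = mean inhibition across replicates at least about 35%, with every replicate also reaching that limit, limit read from the data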;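 note: 0% = median of neutral control wells and 100% = no fluorescence left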
Target sequence (P55212 24-179 limits assumed): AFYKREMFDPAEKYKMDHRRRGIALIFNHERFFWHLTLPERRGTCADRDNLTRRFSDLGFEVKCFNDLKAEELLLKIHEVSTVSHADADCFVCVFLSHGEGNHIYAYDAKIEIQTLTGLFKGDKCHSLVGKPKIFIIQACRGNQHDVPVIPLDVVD
Target sequence (P55212 194-293 limits assumed): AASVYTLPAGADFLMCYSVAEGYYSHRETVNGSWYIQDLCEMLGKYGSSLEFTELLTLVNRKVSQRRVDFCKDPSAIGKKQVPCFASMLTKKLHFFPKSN
LGR2 inh: inhibitors of bursicon-induced Drosophila LGR2 receptor cAMP signaling. HEK293 LGR2, CRE-luciferase, bursicon-stimulated, 4 h. inhibition, % at 9.99 µM. 380,000 tested, 0.35% active;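 active = drop in luminescence signal, shown as inhibition above about 50% in the replicate tests, limit read from the data, passing the limit was not always enough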;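 note: agonist challenge used bursicon conditioned medium at about half maximal strength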
PAX8 inh HTS: lowers PAX8-driven luciferase in RMG-I cells | RMG-I TPO-luciferase reporter, SteadyGlo, 24 h | 360,000 tested, 1.2% active | inhibition, % at 12.6 µM;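 active = mean replicate inhibition at least 60% with every replicate also reaching 60%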;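 note: luciferase light reporting Pax8 driven TPO promoter activity; plate controls were median of neutral control wells for no effect and mitoxantrone controls for full effect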
Cneo AK release: causes C. neoformans cell lysis; 360,000 tested, 0.2% active; adenylate kinase release luminescence, 4 h; normalised: neutral wells 0, clomiphene wells 100; lysis activity, % at 15 µM;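 active = mean lysis activity across replicates of at least 80%, whatever share of replicates individually reach that level; inactive = mean lysis activity below 80%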
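Material – Cryptococcus neoformans yeast cells · Quantity – 5 × 10^6 yeast cells/mL · Buffer or medium – YPD medium · Compound – single dose · Timing – 4 h static compound exposure, 37 °C, read 1 h post-reagent · Signal – adenylate kinase release luminescence · Read-out basis – lysis from increased AK signal · Benchmarks – Clomiphene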
EWS-Fli inh: EWS/Fli transcriptional activity inhibition | A673 NR0B1-luciferase reporter, viability-normalised | inhibition, % at 12.6 µM | 350,000 tested, 0.67% active | AID 651661;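 active = mean inhibition of at least 50% after viability correction, with every replicate also passing that limit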;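 note: firefly luciferase signal divided by Alamar Blue viability fluorescence both relative to DMSO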
An asterisk follows results filed as active; nt = not tested or not shown; & = joins results of further samples; [ ] = remark or other dose.

compound	FN deposit inh	PGC1a acetyl inh	miR122 inh	Casp6 inh	LGR2 inh	PAX8 inh HTS	Cneo AK release	EWS-Fli inh
COc1cc(OC)cc(C(=O)Nc2cccnc2)c1	4	nt	nt	2	19	-5	nt	19
O=C(CC12CC3CC(CC(C3)C1)C2)NC(=S)NCc1ccccc1	9	-3	-2	nt	-16	-33	-2	nt
CC(=O)N[C@@H]1CC[C@H](CCNC(=O)C2CCCCC2)O[C@H]1CO	nt	-3	nt	0	-8	nt	nt	2
CN(C)CC(=O)N[C@@H]1CC[C@@H](CCNC(=O)Nc2ccc(F)cc2)O[C@@H]1CO	nt	2	3[16.7 µM]	1	4	-19	39	1
CC(C)(C)c1nc2scc(-c3ccc(Br)cc3)c2c(=O)o1	1	6	nt	2	-7	19	nt	18
CC1CCN(c2ccc(S(=O)(=O)Nc3cc(C(=O)O)cc(C(=O)O)c3)cc2[N+](=O)[O-])CC1	-5	nt	nt	12	-1	-4	nt	-36
O=C(CSc1nncc2ccccc12)Nc1ccc(C(=O)O)cc1	5	-18	0	6	-9	-9	2	nt
COc1ccccc1C(=O)NNC(=O)C(=O)NCc1ccccc1	3	6	8	0	15	11	4	11
Cc1ccc(-c2cnc3c(c2)C(=O)N([C@H](C)CO)C[C@H](C)[C@H](CN(C)C(=O)c2ccc(F)cc2)O3)cc1	nt	1	16[16.7 µM]	-2	14	nt	8	-9
O=C1C(C2=NC(c3ccccn3)C3C(=O)N(c4ccc(OC(F)(F)F)cc4)C(=O)C23)=C(O)c2ccccc21 (stereo unspecified)	2	6	nt	0	-3	-9	nt	17
Cc1ccc(S(=O)(=O)N(C)c2ccc(OCC(=O)Nc3cccc(-n4cnnn4)c3C)cc2)cc1	6	15	6	1	0	0	-7	-6
O=C(C1CCC1)N1CC(=O)N2[C@H](C1)[C@@H](c1ccc(-c3ccccc3F)cc1)[C@@H]2CO	-1	6	nt	0	13	23	nt	-2
C[C@H](CO)N1C[C@H](C)[C@H](CN(C)C(=O)Nc2ccc3c(c2)OCO3)Oc2ccc(NC(=O)c3ccncc3)cc2CC1=O	nt	9	-4[16.7 µM]	-1	-5	nt	-2	-17
COc1ccc(S(=O)(=O)Nc2ccc3c(c2)C(=O)N([C@H](C)CO)C[C@@H](C)[C@H](CN(C)S(=O)(=O)c2ccccc2)O3)cc1	nt	11	8[16.7 µM]	3	27	3	-9	0
CCOc1ccc(NS(=O)(=O)c2ccc3[nH]c(=O)c(=O)[nH]c3c2)cc1	7	-9	-8	15	-11	7	nt	1
CCNC(=O)N1CCCC(C(=O)c2ccc3cc(OC)ccc3c2)C1 (stereo unspecified)	11	nt	nt	-1	-9	1	nt	-12
CC(=O)N(C)C[C@@H]1Oc2ncc(-c3cncnc3)cc2C(=O)N([C@@H](C)CO)C[C@@H]1C	nt	8	2[16.7 µM]	0	-12	nt	-5	12
CCOc1ccc(S(=O)(=O)N/N=C2/CC(c3ccccc3)Oc3ccccc32)cc1 (stereo unspecified)	-3	10	2	nt	nt	nt	1	nt
CCN(CC(=O)N1CCCC1)S(=O)(=O)c1ccc2ccccc2c1	3	nt	nt	1	4	5	2	6
O=C(COc1cc2oc(=O)c3c(c2cc1Cl)CCC3)NCc1ccncc1	-3	12	-4	-1	-8	-23	nt	1
CC(C)(C)c1cc(-c2ccccc2)no1	10	nt	nt	2	-4	3	nt	3
C1CCC(Nc2nc3nonc3nc2N2CCSCC2)C1	nt	nt	nt	3	8	20	nt	4
Cc1ccc(S(=O)(=O)N(C)C[C@H]2Oc3ncc(C#CCC(C)C)cc3C(=O)N([C@@H](C)CO)C[C@H]2C)cc1	nt	18	3[16.7 µM]	1	-16	nt	7	-1
Cc1ccc2sc(NNC(=O)c3ccc4c(c3)OCCO4)nc2c1C	-6	11	2	-1	-22	12	0	4
COC(=O)[C@@H]1C[C@@H](c2ccccc2)[C@H](C)C1(C)C	-5	-3	-3	8	17	11	-1	-2
CC1=CC(C)(C)N2C(=O)C3(SCC(=O)N3c3ccc(O)cc3)c3cc(C)cc1c32 (stereo unspecified)	-7	5	1	nt	nt	9	1	nt
Cc1ccccc1OCC(=O)N/N=C/c1c(C)nn(-c2ccccc2)c1Cl	4	4	nt	nt	-16	7	nt	nt
COc1ccccc1CC(=O)Nc1c[nH]c(=O)[nH]c1=O	2	nt	nt	0	-8	-5	nt	3
CCOC(=O)Cn1c(SC)nc2sc3c(c2c1=O)CC(C)(C)OC3	-4	1	-5	nt	nt	1	-2	nt
COC(=O)c1ccc(CN2C(=O)C(C)ON=C2c2ncccc2C)o1 (stereo unspecified)	1	nt	nt	1	-14	-18	0	-2
O=S(=O)(NCc1ccc2c(c1)OCO2)c1c(F)cc(F)cc1Br	-5	nt	0	3	11	-27	0	nt
C[C@H](CO)N1C[C@H](C)[C@@H](CN(C)C)Oc2c(NC(=O)c3ccc(-c4nccs4)cc3)cccc2C1=O	7	-19	12[16.7 µM]	1	5	4	-4	2
CC(/C=C/c1cccs1)=C\C(=O)O	8	6	-4	nt	nt	nt	1	nt
Cc1ccc(S(=O)(=O)N2CCCOC2CNC(=O)C(=O)NCc2ccccc2C)cc1 (stereo unspecified)	-3	0	nt	3	-9	8	1	6
Cn1c(SCC(=O)N2CCOCC2)nnc1-c1ccc2ncccc2c1	3	-3	nt	-5	2	-13	1	-11
C[C@H](CO)N1C[C@H](C)[C@@H](CN(C)S(=O)(=O)c2cn(C)cn2)Oc2cc(Br)ccc2S1(=O)=O	nt	3&-15	1	0&-1	-12&-2	-5	0&0	-4&6

Two of the compounds above, with two lines to a compound:
Under each structure: FN deposit inh | PGC1a acetyl inh | miR122 inh | Casp6 inh | LGR2 inh | PAX8 inh HTS | Cneo AK release | EWS-Fli inh
O=C1C(C2=NC(c3ccccn3)C3C(=O)N(c4ccc(OC(F)(F)F)cc4)C(=O)C23)=C(O)c2ccccc21 (stereo unspecified)
 : 2 | 6 | nt | 0 | -3 | -9 | nt | 17
Cc1ccc(S(=O)(=O)N(C)c2ccc(OCC(=O)Nc3cccc(-n4cnnn4)c3C)cc2)cc1
 : 6 | 15 | 6 | 1 | 0 | 0 | -7 | -6

The listing continues:
compound	FN deposit inh	PGC1a acetyl inh	miR122 inh	Casp6 inh	LGR2 inh	PAX8 inh HTS	Cneo AK release	EWS-Fli inh
c1cncc(-c2nc3c(ccc4ccccc43)[nH]2)c1	nt	3	4	2	-44	nt	-2	-75
C[C@H](CO)N1C[C@H](C)[C@@H](CN(C)Cc2ccc3c(c2)OCO3)OCCCC[C@H](C)Oc2ccc(NC(=O)Nc3ccc4c(c3)OCO4)cc2C1=O	13	-18	9[16.7 µM]	0	-5	-21	-1	8
CC1(C)CN(c2ccc(Br)cc2)C(=O)[C@H]1CC(=O)Nc1ccccc1	-1	0	-4	-1	-8	20	0	6
COc1ccc2nc(SCC(=O)Nc3nccs3)[nH]c2c1	nt	nt	nt	0	0	-1	nt	-3
Cc1ccn2c(NC3CCCCC3)c(-c3cccc(-c4cccc(Cl)c4)c3)nc2c1	-5	-13	37	-1	-2	17	6	27
CN(C)S(=O)(=O)c1cccc(NC(=O)c2ccc(N3CCCC3=O)cc2)c1	5	4	-3	1	-4	-16	0	-16
Cc1onc(-c2ccccc2Cl)c1C(=O)NCc1ccccc1F	-7	nt	nt	3	-8	5	-1	7
C[C@@H](NC(=O)C[C@H]1CC[C@@H](NC(=O)C2CCC2)[C@H](CO)O1)c1ccccc1	nt	1	nt	-1	14	-5	9	-16
CC1CCCCC1NC(=O)CCS(=O)(=O)c1ccc2c(c1)NC(=O)CS2 (stereo unspecified)	11	-3	4	4	-3	0	4	2
CCOC(=O)N1CCN(S(=O)(=O)c2cc(Br)cc3c2N(C(=O)C2CC2)CC3)CC1	-3	nt	-7	nt	nt	6	8	nt
Cc1ccc(OCC(=O)Nc2ccc(-n3cnnn3)cc2)c(C)c1	-5	-3	-3	-1	8	-6	-5	2
COc1cc(C)c(NC(=O)C(=S)NCc2ccccc2)cc1C	3	nt	nt	-4	9	-8	nt	4
CC(=O)N(CCc1ccccc1)Cc1cc2cc(C)ccc2[nH]c1=O	-1	nt	nt	0	1	-8	1	11
COCCCn1c(SCc2cccc(C(F)(F)F)c2)nc2cc(OC)c(OC)cc2c1=N	7	nt	-1	nt	nt	13	-1	nt
CC(C)NC(=O)N(C)C[C@@H]1OCCCC[C@@H](C)Oc2ccc(NC(=O)c3ccccc3)cc2C(=O)N([C@@H](C)CO)C[C@@H]1C	nt	0	-3[16.7 µM]	-1	-3	-3	-1	nt
O=C(c1ccco1)N1CCN(C(=O)C2(S(=O)(=O)c3ccc(Cl)cc3)CC2)CC1	3	1	nt	nt	12	nt	1	nt
CCOC(=O)C1=CN(CC)S(=O)(=O)NC1CC (stereo unspecified)	2	nt	nt	2	-19	-5	-3	-4
COC(=O)c1ccc(NC(=O)C23CC4CC(C2)CC(n2cnc(Cl)n2)(C4)C3)cc1	-9	-57	20	nt	nt	11	4	nt
CN(C)C(=O)CSc1nc(-c2ccccc2)c(-c2ccccc2)o1	-8	6	5	-5	39	-7	6	3
COc1ccc(C2C(C#N)=C(N)Oc3c2c(-c2ccccc2)nn3-c2ccccc2)c(OC)c1OC (stereo unspecified)	4	0	2	nt	4	23	-1	nt
CCCN(CC(=O)Nc1ccccc1C)C(=O)C1CC(=O)N(c2ccccc2C(C)CC)C1 (stereo unspecified)	nt	8	-4	-160	5	8	1	-6
CC(C)N1C(=O)C(O)(C2COC(C)(C)CC2=O)c2ccccc21 (stereo unspecified)	-4	nt	nt	-1	10	-10	nt	29
CN(C)C(=O)c1ccc(-c2ccc([C@H]3[C@H](CO)N4CCCCN(CC5CC5)C[C@@H]34)cc2)cc1	nt	-4	5[16.7 µM]	2	7	-25	48	5
O=C(COc1ccc(Br)cc1)Nc1nnc(-c2cccnc2)s1	2	nt	nt	-1	3	27	nt	-12
COc1ccc(NC(=O)N[C@@H]2CC[C@@H](CCn3cc(-c4ccc(F)cc4)nn3)O[C@H]2CO)cc1	-3	-3	nt	-1	0	-18	-1	-13
CCN(CC)C(=O)C1=C(C)N(CCC2=CCCCC2)C(=O)C(CC(=O)NCc2cccs2)C1 (stereo unspecified)	-7	-6	1	-3	-13	-22	2	-3
CSc1cccc(NC(=O)CCCNC(=O)c2ccc(Cl)cc2)c1	-5	nt	-1	4	-9	6	0	-5
